# From PubChem BioAssay
# Autophagy mod: modulators of autophagy; calls only at 10 µM (by protocol); actives 0.98% (n = 190,000); MEF GFP-LC3 puncta imaging; test concentration mostly 10 µM;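 active = percentage of spot-positive cells more than 3 SD above its plate mean, without a fluorescence outlier flag or 80% toxicity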;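 also: spot-positive cell cutoff set from DMSO-treated cells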
# Dynein transport: dynein cargo transport inhibition; 3617.4 mouse cells, GR-EGFP nuclear translocation imaging; test concentration mostly 20 µM; stimulated with dexamethasone, 1 µM; hits give low values; actives 0.47% (n = 220,000); z-score, hits read low;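 active = plate z-score of nuclear minus cytoplasmic receptor signal below a set negative limit, without overly bright fluorescence or cell loss, cut at about -3.5 in these data, passing the limit was not always enough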;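 also: z-score of nuclear minus cytoplasmic ring GR-EGFP intensity difference per well; some compounds called inactive have numbers as strong as hits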
#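 medium = tetracycline-free induction medium containing charcoal-stripped FBS | also added = 1.0 µM final dexamethasone stimulus | schedule = 48 h induction, 1 h compound, 30 min dex at 37 °C | technique = fixed, Hoechst-stained cells imaged at 10x for EGFP | measure = GR-EGFP nuclear translocation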
# NOD2 inhibition: inhibition of NOD2-driven NF-kB reporter – cell-based, luminescence, uHTS, HEK293 (AID 1566); HEK293 NOD2/NF-kB luciferase reporter, luminescence; higher % means a stronger effect; actives 0.63% (n = 290,000); inhibition, % at 4 µM, or EC50 in µM where a hit was titrated; in the data active = inhibition above about 50%; also: many of its hits are not listed in these tables
# Yfh1-depleted yeast: mitochondrial function rescue without frataxin homolog – Friedreich's ataxia, plus single-dose screen, dose response (AID 1465); S. cerevisiae Yfh1-off respiration, WST-1 reduction, 72 h; higher fold induction means a stronger effect; fold induction at 50 µM, or EC50 in µM where a hit was titrated; actives 0.074% (n = 220,000);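 active = fold induction of absorbance versus untreated yeast above a set limit, then at least 30% activation at any dose in follow-up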;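 also: activators that raise dye reduction in frataxin-depleted yeast; strong numbers were not always called active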
# MT stabilize HCS: microtubule stabilizers in HeLa cells | % tubulin-high responders, % at 10 µM | actives 0.83% (n = 200,000) | HeLa tubulin immunostaining HCS, 24 h; share of cells brighter than vehicle mean+2SD;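 active = plate Z-score above 3 for both tubulin-high and condensed-nucleus cell shares, with cell loss under 80%, at 10 µM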;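 also: anti alpha tubulin signal scored within the nucleus-defined area of each cell; some results filed as inactive read as strong as hits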
# NOD1 NF-kB reporter: inhibition of NOD1-driven NF-kB reporter – cell-based, luminescence, uHTS, primary screen (AID 1578) | NOD1-driven NF-kB luciferase reporter cells, luminescence; higher % means a stronger effect | one-dose inhibition, % at 4 µM; EC50 in µM for titrated hits | actives 1% (n = 290,000); in the data active = inhibition mostly above about 36%, no sharp cut-off; inactive = mostly below about 34%;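 also: HEK-293T reporter cells stimulated with the NOD1 agonist gamma-tri-DAP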
# M17LAP inhibition: P. falciparum M17LAP inhibitors, primary screen, biochemical, fluorogenic H-Leu-NHMec substrate, 1536-well (AID 1619); recombinant M17LAP, H-Leu-NHMec fluorogenic kinetic assay; higher % means a stronger effect; actives 0.38% (n = 220,000); inhibition, % at 30 µM, or IC50 in µM where a hit was titrated;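 active = compound inhibiting the enzyme by more than half at any dose during confirmatory dose-response retesting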;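 also: plate controls were full reaction with DMSO carrier for no effect and no enzyme background for full effect; strong numbers were not always called active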
# b-catenin transl: alters nuclear translocation of beta-catenin in HeLa cells; AID 1665; immunofluorescence imaging; actives 0.3% (n = 190,000); nuclear translocation activity, % at 5 µM;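 active = nuclear translocation activity above 50% at 5 µM, with a well cell count of 50 or more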;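 also: per-cell ratio of nuclear to cytoplasmic median beta-catenin stain intensity; plate controls were DMSO negative control for no effect and GSK-3 inhibitor IX positive control for full effect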
#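 Test system: human HeLa cell line; Doses: 5 µM primary, 0.02–20 µM confirmation; Incubation: 24 h compound exposure, 37°C; Detection: beta-catenin immunofluorescence imaging with DAPI; Read-out: beta-catenin nuclear/cytoplasmic ratio, % activation.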
# Ins promoter up: MIN6 insulin promoter up-regulation; actives 0.3% (n = 190,000); MIN6 insulin promoter-GFP reporter, high-content imaging; hits give high values; z-score at 5 µM; AID 1625;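 active = z-score above 3 at 5 µM with at least 500 cells counted in the well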
# Dynein transport cytoplasmic EGFP: also measured in Dynein transport; calls as there; z-score; measured here: cytoplasmic GR-EGFP intensity; hits give high values
# Dynein transport nuclear GR-EGFP: further read-out of Dynein transport, marked with its call; z-score; measured here: nuclear GR-EGFP intensity;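 lower value marks the stronger effect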
# Dynein transport cell count: also measured in Dynein transport; calls as there; z-score; measured here: cell count per field
# Ins promoter up cell count: recorded beside Ins promoter up, whose call it bears; cell count; measured here: cytotoxicity, nuclei count;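 total cells summed across four imaged fields per well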
# b-catenin transl cell count 5 µM: further read-out of b-catenin transl, marked with its call; cell count; measured here: cell count, cytotoxicity flag
# MT stabilize HCS Hoechst-high %: second read-out of MT stabilize HCS, no call of its own (marks repeat the call); % Hoechst-high responders; measured here: nuclear condensation Hoechst responders;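 share of cells brighter than vehicle mean plus two SD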
# MT stabilize HCS cytotoxicity %: second read-out of MT stabilize HCS, no call of its own (marks repeat the call); toxicity, %; measured here: cytotoxicity by cell density;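 0% = mean cell density of plate MIN control wells and 100% = no cells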
# Autophagy mod cell loss 18 h: second read-out of Autophagy mod, no call of its own (marks repeat the call); toxicity, %; measured here: cell loss, nuclei count;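 cell loss after 18 h compound exposure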
# * hit, by the source's call; i = inactive; . = no result given. An excerpt (hit frequency here may not be typical).
SMILES,Autophagy mod,Autophagy mod cell loss 18 h,Dynein transport,Dynein transport cytoplasmic EGFP,Dynein transport nuclear GR-EGFP,Dynein transport cell count,NOD2 inhibition,Yfh1-depleted yeast,MT stabilize HCS,MT stabilize HCS Hoechst-high %,MT stabilize HCS cytotoxicity %,NOD1 NF-kB reporter,M17LAP inhibition,b-catenin transl,b-catenin transl cell count 5 µM,Ins promoter up,Ins promoter up cell count
O=C(CCC1CCCN(C(=O)c2ccc3[nH]ccc3c2)C1)N1CCN(c2ccccn2)CC1 (stereo not given),i,9,-0.54,-0.087,0.022,-0.18,9%,i,1.7,2.0,5.1,-2%,-4%,0.7,973,.,.
O=C(NCc1ccc(-c2csnn2)cc1)C1CC1,.,.,1.3,-0.11,1.4,-2.2,17%,i,.,.,.,-10%,-2%,-1.0,1298,-0.38,1085
COCCCn1c(=O)/c(=C\c2ccc(OC(F)F)c(OC)c2)s/c1=C(/C#N)C(=O)NCCOC,.,.,2.2,-0.27,0.88,1.2,23%,i,.,.,.,-3%,-7%,-1.7,1185,-0.08,1401
CCN(CC(=O)Nc1ccc2c(c1)OCCO2)CC(=O)Nc1ccc2c(c1)OCO2,i,0,0.27,-0.29,1,-1.2,-10%,i,2.3,2.4,2.6,-15%,0%,1.4,1128,0.9,1221
Cc1c(CCOC(=O)C23CC4CC(CC(C)(C4)C2)C3)sc[n+]1CC(=O)c1ccccc1,i,6,3.3,4.6,3.5,-5,4%,i,1.9,0.9,7.4,-31%,.,-1.0,948,-0.45,1328
CC(C)(C)C(=O)Nc1nc(NC(=O)C(C)(C)C)nc(-c2ccccc2Cl)n1,.,.,0.85,-0.22,0.36,-0.16,4%,i,.,.,.,-1%,-1%,1.8,1220,-0.14,665
Cc1c(NC(=O)c2ccc(-c3ccc([N+](=O)[O-])cc3Cl)o2)c(=O)n(-c2ccccc2)n1C,i,2,0.76,-0.045,0.58,-1.5,17%,i,1.5,1.5,6.3,-4%,-11%,1.6,1452,-0.41,1108
Cc1ccc2c(c1)sc1nc(=O)n(-c3ccc(Cl)c(Cl)c3)c(=O)n12,i,-28,0.36,0.11,0.61,-0.49,-15%,i,0.3,0.9,11,-11%,-3%,-2.4,748,1.7,1279
COc1ccc(C(=O)N[C@H](C(=O)Nc2ccc(OC)nc2)C(C)C)cc1,i,-1,2.9,0.87,2.3,-2.1,10%,i,1.0,1.0,9.2,-11%,-4%,-4.6,1203,-1.1,862
Cc1cc(C)nc(SCCC(=O)N(C)C)n1,i,5,2.6,0.33,1.8,-2,-12%,i,3.9,3.5,8.5,-26%,4%,.,.,0.85,546
COc1cccc(C(=O)N(Cc2ccco2)Cc2cc3cccc(C)c3[nH]c2=O)c1,i,40,0.53,-0.39,0.04,0.52,12%,i,3.7,3.5,13,15%,4%,2.8,1071,0.28,1268
O=C(c1ccc(S(=O)(=O)N2CCOCC2)cc1)N1CCN(c2ccc(F)cc2)CC1,i,-8,-0.9,-0.31,-0.085,-0.0049,5%,i,4.2,2.3,9.8,11%,21%,-6.8,1044,-0.39,1135
Cc1cc(C)c2c(CC(=O)Nc3nccs3)coc2c1,i,-8,0.17,0.44,0.33,0.16,-2%,i,3.1,2.5,2.5,-12%,14%,.,.,1.3,1243
O=C(Nc1cnc2ccccc2c1)N1CCOCC1,i,-9,0.26,-0.18,0.3,-0.065,-3%,.,2.8,1.9,8.8,-5%,-15%,-2.5,1269,.,.
O=C(NCCc1ccccc1)C(=Cc1ccc(C(=O)O)cc1)C(=O)NCCc1ccccc1,i,4,0.88,-0.33,0.61,-0.35,-6%,i,0.9,2.1,3.1,-26%,23%,-0.8,1164,0.97,1372
COc1cc(NS(=O)(=O)c2ccc(NC(C)=O)cc2)nc(OC)n1,i,0,1.8,-0.072,1.1,-1.8,7%,i,1.0,2.5,9.0,-96%,-1%,2.4,1203,0.25,943
Cc1ccc(NC(=O)Cn2c(=S)[nH]c3ccccc32)cc1,i,-3,0.62,-0.25,0.73,-0.28,-15%,i,6.5,2.7,8.8,-30%,-2%,0.5,1091,-0.1,1163
COc1cc(C(=O)NCC(C)C)cc(OC)c1OC,i,-1,-1.1,-0.47,-0.31,1.5,11%,i,2.4,2.4,3.3,10%,8%,.,.,.,.
CCOC(=O)/C(C#N)=C/c1cc2ccccc2nc1Cl,i,5,0.00014,-0.2,-0.28,-0.48,0%,i,2.1,2.0,7.0,0%,14%,.,.,.,.
C=CCN(CC=C)S(=O)(=O)c1ccc(C(=O)Nc2nc3c(s2)CCc2ccccc2-3)cc1,i,0,0.91,0.42,0.19,-0.52,12%,i,5.1,10,15,-28%,16%,-3.8,519,0.84,1390
CCC(C)C(=O)Nc1nc(C)c(-c2csc(Nc3ccccc3OC)n2)s1 (stereo not given),i,-16,0.27,-0.16,0.43,0.21,-1%,i,4.2,2.0,4.9,-11%,15%,4.7,967,-1.6,1269
O=C1CC(N2CCN(C3CCc4ccccc4C3)CC2)C(=O)N1c1ccccc1 (stereo not given),i,2,1,-0.24,1.3,0.24,.,i,2.6,2.5,15,.,.,.,.,.,.
COC(=O)C(C)n1cnc2c(nnn2-c2cccc(Cl)c2)c1=O (stereo not given),i,0,-0.83,-0.24,-0.35,0.55,11%,i,3.7,2.1,4.9,-1%,5%,-6.5,1172,1,1088
COc1cccc(Nc2ncnc3nc[nH]c23)c1,.,.,0.78,-0.19,0.41,-0.35,-88%,i,2.5,3.5,3.3,-3%,95µM*,-3.4,1132,0.59,2122

# Compound profiles, as listed above. Order of values: Autophagy mod | Autophagy mod cell loss 18 h | Dynein transport | Dynein transport cytoplasmic EGFP | Dynein transport nuclear GR-EGFP | Dynein transport cell count | NOD2 inhibition | Yfh1-depleted yeast | MT stabilize HCS | MT stabilize HCS Hoechst-high % | MT stabilize HCS cytotoxicity % | NOD1 NF-kB reporter | M17LAP inhibition | b-catenin transl | b-catenin transl cell count 5 µM | Ins promoter up | Ins promoter up cell count
# Cc1ccc(NC(=O)Cn2c(=S)[nH]c3ccccc32)cc1 as listed: i | -3 | 0.62 | -0.25 | 0.73 | -0.28 | -15% | i | 6.5 | 2.7 | 8.8 | -30% | -2% | 0.5 | 1091 | -0.1 | 1163
# COc1cccc(Nc2ncnc3nc[nH]c23)c1 as listed: . | . | 0.78 | -0.19 | 0.41 | -0.35 | -88% | i | 2.5 | 3.5 | 3.3 | -3% | 95µM* | -3.4 | 1132 | 0.59 | 2122

# Continuation.
SMILES,Autophagy mod,Autophagy mod cell loss 18 h,Dynein transport,Dynein transport cytoplasmic EGFP,Dynein transport nuclear GR-EGFP,Dynein transport cell count,NOD2 inhibition,Yfh1-depleted yeast,MT stabilize HCS,MT stabilize HCS Hoechst-high %,MT stabilize HCS cytotoxicity %,NOD1 NF-kB reporter,M17LAP inhibition,b-catenin transl,b-catenin transl cell count 5 µM,Ins promoter up,Ins promoter up cell count
CC(=O)Nc1cccc(C(=O)O)n1,i,-7,0.28,-0.33,0.085,-0.37,-11%,i,1.9,3.0,3.4,-19%,4%,-0.8,1558,0.24,1424
O=C(CCCn1c(=O)[nH]c2ccccc2c1=O)NC1CCCCCC1,i,-6,-0.24,-0.21,0.071,0.16,7%,i,5.2,3.1,11,9%,10%,-2.8,1260,0,1633
Cc1cc(C)n2nc(C(=O)N/N=C/c3cn(C)nc3C)nc2n1,.,.,-0.22,-0.23,-0.1,0.65,16%,i,.,.,.,2%,2%,2.8,1335,0.2,1076
O=C(COc1ncnc2ccc(Br)cc12)NCc1ccc2c(c1)OCO2,i,27,-0.88,0.33,0.088,1.4,-18%,i,2.2,1.3,6.4,-36%,-1%,-3.2,1300,-0.59,955
COc1nc(NCCN2CCOCC2)nc(Nc2ccccc2)n1,i,0,-0.23,-0.24,0.13,-0.44,-21%,i,2.2,2.3,17,-29%,4%,3.5,1052,0.22,1146
CCOC(=O)c1ccc(N2C(=O)C(CC(=O)NC)N(CCc3ccc(OC)c(OC)c3)C2=S)cc1 (stereo not given),i,4,-1.3,0.1,-0.17,-0.15,10%,i,2.4,3.8,6.8,7%,8%,0.9,866,0.46,1490
CN(C)c1nc(N(C)C)nc(N(C)C)n1,i,-6,0.11,-0.2,0.25,0.81,1%,i,2.9,2.7,10,-14%,-5%,-4.2,586,.,.
COC(=O)C1C(=O)c2c(C)noc2CC1(C)C (stereo not given),i,13,-0.55,-0.29,-0.26,0.72,-57%,i,1.8,1.8,5.6,64%*,-4%,-4.1,1202,0.29,1621
COCCNC(=O)C(=O)NCC1OCCN1S(=O)(=O)c1ccc2c(c1)OCCO2 (stereo not given),.,.,0.63,-0.26,0.83,-0.14,11%,.,.,.,.,-6%,.,1.1,1324,-1.2,879
c1ccc(CN2CCC(Nc3ncnc4sccc34)CC2)cc1,i,6,0.82,-0.3,0.014,-0.79,28%,i,6.0,1.2,8.1,42%,7%,1.5,979,-0.79,908
COc1ccc(NC(=O)c2ccc(-n3c(C)ccc3C)cc2)c(OC)c1,i,11,1,-0.21,0.12,0.011,2%,i,3.3,1.9,8.2,-42%,5%,-1.0,1117,0.01,1360
c1ccc(-c2csc(NNC3=NCCCCC3)n2)cc1,i,-28,-0.11,-0.21,0.18,1.7,-68%,i,2.6,1.1,13,-63%,1%,.,.,-0.19,928
CCN(CC)c1ccc(C(NC(C)=O)NC(C)=O)cc1,i,-14,1.5,-0.27,1.3,-1.5,11%,i,5.2,4.2,7.7,5%,1%,-1.1,747,0.5,1182
COc1ccccc1CNC(=O)c1csc(Cc2ccc(Cl)cc2)n1,i,8,1.6,-0.24,0.14,-0.55,28%,i,0.9,2.7,9.8,9%,14%,.,.,.,.
